Lipid storage S3 – qHTS Assay for Lipid Storage Modulators in Drosophila S3 Cells; lipid storage change, negative = inhibition, % at the top dose, mostly 46.1 µM; hits show Potency in µM; 0.64% of 320,000 active; Drosophila S3 cells, BODIPY lipid droplet fluorescence, 18-24 h; cells fed with added oleic acid; active means well fitted inhibition curve with a large enough effect in the signal ratio, with a control signal flat, not every such curve was filed as active; inconclusive means small, poorly fitted or top-dose-only effect, or effect the other way, or a change in a side signal; the % refers to the signal ratio
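Drosophila S3 cells loaded with oleic acid (400 uM, as added) and compounds at several concentrations; lipid droplets imaged by 488-nm laser-scanning cytometry, 500–530 nm intensity and object ratio to cell channel. Percent activity normalized to 20 uM Triacsin C.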
Lipid storage S3 cell count max – recorded beside Lipid storage S3, whose call it bears; cell number change, %; measured here: cell count max response;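 cells counted by Cell Tracker Red CMTPX staining in the red channel; peak over a dose series mostly up to 46.1 µM; percent activity relative to internal control wells on each plate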
* = called active by the depositor; i = inactive; ? = inconclusive; · = no result given. On the % scale 0 is the no-effect control and ±100 the full control effect; potency means the concentration at half of the fitted maximal effect.

SMILES | Lipid storage S3 | Lipid storage S3 cell count max
COc1ccccc1NC(=O)c1cc2c(s1)-c1ccccc1S(=O)(=O)C2 | 12.6% | 11.0
Cc1ccc(-c2nnc(CCC(=O)N(C)Cc3nccs3)o2)s1 | -24.0% | 1.4
COCc1[nH]nc2c1C(c1ccnc3ccccc13)C(C#N)=C(N)O2 (stereo not given) | ? | ·
Cn1c(SCc2ccccc2F)nc2cccnc21 | ? | ·
COc1cc(/C=N/Nc2ccc([N+](=O)[O-])cc2S(=O)(=O)N2CCOCC2)cc(OC)c1OC | 0.2% | -5.9
CC(C)c1nc2sc3c(=O)[nH]c(=S)[nH]c3c2c2c1CCC2 | 20.6µM* | 5.1*
Cc1ccc(CNC(=O)C2CCCN2C(=O)Nc2ccccc2)cc1 (stereo not given) | ? | ·
Nc1cc(=O)[nH]c(=S)n1-c1cccc(C(F)(F)F)c1 | ? | ·
COc1ccc(N(C(=O)Cc2cccs2)C(C(=O)NC2CCCCC2)c2cccn2C)cc1 (stereo not given) | ? | ·
Cc1cccc(-c2ocnc2C(=O)Nc2ccccc2NC(=O)c2ccccn2)c1 | i | ·
O=C1c2ccccc2C(=O)N1n1c(=O)[nH]c2ccccc2c1=O | ? | ·
O=C(CN1CCN(S(=O)(=O)c2ccc(Cl)cc2)CC1)Nc1ccc(F)cc1F | ? | ·
Cc1cc(C)nc(SCC(CSc2nc(C)cc(C)n2)C(=O)O)n1 | 25.8% | 13.2
CCC(=O)C1CCCN(C(=O)c2ccc(OC3CCN(C(=O)CCOC)CC3)cc2)C1 (stereo not given) | i | 14.5
Cc1ccc(C)c(N2CCN(c3ccc4cc(S(=O)(=O)N5CCCCC5)ccc4n3)CC2)c1 | ? | ·
CCOc1ccc(CN(C(=O)c2oc3ccccc3c2C)C2CCS(=O)(=O)C2)cc1 (stereo not given) | ? | ·
O=C1CCCCN1CC(=O)N1CCCC(Nc2ccc(F)cc2)C1 (stereo not given) | i | 11.8
CC(=O)Nc1ccc(S(=O)(=O)N(C)c2ccc(O)cc2)cc1 | 11.3% | -10.0
COC(=O)CSc1nc2cc(Cl)ccc2c(=O)n1C1CCCC1 | 12.4% | 1.2
C/C(=N\NC(=O)c1nn(C)cc1Br)c1cccc(NC(=O)C(C)(C)C)c1 | ? | ·
COc1ccc(CNc2cc([N+](=O)[O-])ccc2OC)cc1 | 11.6% | -10.9
O=C(CCc1ccccc1)Nc1cc2c(cc1Cl)OCCO2 | ? | ·
COc1ccc(NC2=NCCC(=O)N2Cc2cccs2)cc1 | ? | ·
COc1ccc(/C=C/C(=O)OCc2csc(-c3ccccc3)n2)cc1OC | ? | ·
CN1C(=S)SC(N2OC3C(=O)N(c4ccccc4)C(=O)C3C2c2ccc(Cl)cc2)C1(C)C (stereo not given) | 1.2% | 13.8
COc1ccc(-c2csc(NC(=O)C3CCCO3)n2)cc1 (stereo not given) | ? | ·
COc1ccc2[nH]c(=O)c(CN(Cc3ccc(C)cc3)Cc3nnnn3CC3CCCO3)cc2c1 (stereo not given) | ? | ·
O=C(CN1C(=O)/C(=C/c2ccccc2)Sc2ccccc21)NCCCN1CCOCC1 | ? | ·
CC1(C)Cc2c(sc(/N=C/N3CCCCC3)c2C#N)C(C)(C)N1 | ? | ·
CN(C)S(=O)(=O)N(CC(=O)NCCSCc1ccc(Cl)cc1)c1ccccc1 | -0.1% | -0.3

SMILES | Lipid storage S3 | Lipid storage S3 cell count max
O=C(COC(=O)/C=C/c1ccc([N+](=O)[O-])cc1)NCc1ccc2c(c1)OCO2 | -0.3% | 5.9
CCC(CC)C(=O)Nc1ccc(Sc2ccc([N+](=O)[O-])cc2)cc1 | ? | ·
CCOc1ccc(Nc2nc3cc(S(=O)(=O)CC)ccc3o2)cc1 | ? | ·
COc1cc2c(cc1OC)/C(=C/c1ccc(Cl)cc1)C(=O)OC2 | 17.1% | 8.6
O=C(c1ccc(Br)cc1)N(Cc1ccco1)C1CCS(=O)(=O)C1 (stereo not given) | -23.2% | ·
COc1ccc(CNC(=O)CSc2nnc(-c3ccc(NC(C)=O)cc3)n2C)cc1 | 12.8% | -8.1
COc1ccc(-c2noc(C(C)NS(=O)(=O)c3ccc(NC(C)=O)cc3)n2)cc1 (stereo not given) | ? | ·
O=c1c(N=Nc2ccc(O)cc2)c(-c2ccccc2)[nH]n1-c1ccc([N+](=O)[O-])cc1 | 24.4% | ·
O=C(O)C1CCC(CN(Cc2cccc(Br)c2)C(=S)Nc2ccccc2F)CC1 (stereo not given) | 0.1% | -2.1
O=C(/C=C/c1cccs1)c1cc(Br)ccc1OC(=O)N1CCOCC1 | ? | ·
COc1ccc(-c2cn3nc(SCC(=O)NC4CCCCC4)ccc3n2)cc1 | ? | ·
COc1cccc(NC(=O)CC2S/C(=N\S(=O)(=O)c3ccccc3)N(c3ccccc3)C2=O)c1 (stereo not given) | ? | ·
C=CCN1C(=O)C2C(C(=O)NC)C3(C)C=CC2(O3)C1C(=O)NCc1ccc(OC)cc1 (stereo not given) | ? | ·
O=C(NNC(=O)C1COc2ccccc2O1)c1ccccc1 (stereo not given) | ? | ·
O=C(O)c1ccc(C[n+]2c(-c3ccccc3)csc2Nc2ccccc2)cc1 | ? | ·
CCn1c(SCC(=O)Nc2cc(C)nn2-c2ccccc2)nnc1-c1cccs1 | 7.3% | 20.5
COc1ccc(-c2noc(COc3ccccc3OC)n2)cc1OC | ? | ·
Cn1cc(C(=O)c2ccccc2C(=O)O)cc1C(=O)C(Cl)(Cl)Cl | -4.7% | -10.9
O=C(NCc1nc2ccccc2[nH]1)C1=C[C@@H](c2csc3ccccc23)C[C@@H](OCCCCO)O1 | ? | ·
Oc1cccc(C(=S)N2CCC(Cc3ccccc3)CC2)c1 | ? | ·
Cc1nc(Nc2ccc(S(=O)(=O)N3CCCCC3C)cc2)c2nnn(Cc3ccccc3)c2n1 (stereo not given) | ? | ·
O=C(NN1C(=O)/C(=C/c2ccc(O)c([N+](=O)[O-])c2)SC1=S)c1ccccc1Cl | 5.3% | 13.9
O=C(O)c1ccc(-n2cncn2)c([N+](=O)[O-])c1 | -9.3% | 11.2
CCOc1ccc(-n2c(SCc3cc(=O)oc4cc(C)ccc34)nnc2-c2cccnc2)cc1 | ? | ·
Cc1[nH]c2ccc(C(=O)NC3CCC(C)CC3)cc2c1C (stereo not given) | ? | ·
Cc1cc(N2CC(C)OC(C)C2)nc2ccccc12 (stereo not given) | ? | ·
Cc1ccc(-c2nn3c(C)nnc3s2)cc1NC(=O)c1ccc(Br)o1 | ? | ·
OCC[C@H]1C[C@@H](O)[C@H](O)[C@@]2(Cc3ccccc3CO2)O1 | ? | ·
Cc1nc2nc(COc3ccccc3)nn2c(C)c1Cl | ? | ·
COc1cc(C)ccc1OCCCON1C(=O)CCC1=O | ? | ·

SMILES | Lipid storage S3 | Lipid storage S3 cell count max
Cn1cnc([N+](=O)[O-])c1Nc1cccc(O)c1 | -11.2% | -7.4
Cc1cccc(C)c1OCc1n[nH]c(=S)n1-c1ccccc1 | ? | ·
O=C(CSc1ccc2ccccc2n1)NC1CC1 | ? | ·
COc1ccc(S(=O)(=O)c2nnn(-c3cccc(Cl)c3)c2N)cc1 | 1.3% | 17.4
CN(C)c1ccc(NC(=O)Nc2cccc3ccccc23)cc1 | ? | ·
O=C1CC(N2CCSCC2)C(=O)N1c1ccc(F)cc1 (stereo not given) | ? | ·
O=[N+]([O-])c1ccc(Oc2cccc(F)c2)c2ccncc12 | i | ·
COc1ccc(CC2(CO)CCN(Cc3cccc4nccnc34)CC2)cc1 | 4.4% | -3.3
Cc1ccc(CNC(=O)CSCc2ccccc2)cc1 | 3.5% | -19.2
O=C(NCC1CC1)c1onc(CSc2ccncc2)c1C(=O)NCC1CC1 | ? | ·
Cc1ccc(-c2n[nH]c(=S)n2/N=C/c2c(C)nn(-c3ccccc3)c2C)cc1 | 8.4% | -9.3
Cc1ncsc1CCOC(=O)c1ccccc1 | ? | ·
CCOc1ccc(C(=O)N[C@H](C(=O)Nc2ccccc2OC)C(C)C)cc1 | ? | ·
Cc1[nH]c2ccc(Br)cc2c(=O)c1CN1CCOCC1 | ? | ·
O=c1c(Cl)c(Nc2cccc(Cl)c2)cnn1-c1nc2ccccc2s1 | 18.6% | -5.3
COc1cccc(/C=N/NC(=O)c2ccc(N3CCCC3=O)cc2)c1 | ? | ·
COc1ccc(NC(=O)Cn2cc(C(=O)c3ccncc3)c(=O)c3cc(C)ccc32)cc1Cl | ? | ·
O=CN1CCN(C(=O)c2ccc3c(c2)OCO3)CC1 | ? | ·
O=C(O)C1CCCCN1S(=O)(=O)c1ccccc1 (stereo not given) | ? | ·
N#Cc1ccc2ccn(CC(=O)N3CCCc4ccccc43)c2c1 | i | ·
Cc1cccc(NC(=S)NC(=O)CCc2ccccc2)c1 | ? | ·
COc1cccc(CNC(=O)CCCn2nc(C)c3c(C)n(-c4ccccc4)nc3c2=O)c1 | i | -2.1
N=c1c2c(-c3ccccc3)c(-c3ccccc3)n(Cc3ccco3)c2ncn1CCN1CCOCC1 | ? | ·
O=C1NC(=S)S/C1=C1\Sc2ccccc2N1CCCS(=O)(=O)O | ? | ·
CCn1nnnc1SCC(=O)N1CCOCC1 | -7.6% | -9.3
O=C(CCc1ccccc1)Nc1nc2ccc(S(=O)(=O)N3CCOCC3)cc2s1 | ? | ·
COc1ccc(CCC(=O)NNC(=O)c2cccs2)cc1 | ? | ·
O=C(O)COc1ccc(-c2nnn(Cc3ccccc3F)n2)cc1 | ? | ·
CCNC(=O)Cc1ccc(Br)cc1 | i | ·
CCCOc1ccc(N2C(=O)CC(N(CCOC34CC5CC(CC(C5)C3)C4)C(C)=O)C2=O)cc1 (stereo not given) | -0.2% | -8.1

SMILES | Lipid storage S3 | Lipid storage S3 cell count max
CCOC(=O)CCNC(=O)N1CCCC(N2CCN(c3ccc(OC)cc3)CC2)C1 (stereo not given) | ? | ·
COc1ccc(-n2nc3ccc(N)cc3n2)cc1Cl | ? | ·
CC(C)(C)S(=O)(=O)c1cnc(N2CCOCC2)nc1N | -5.1% | 21.9
COc1ccc(NC(=O)c2ccco2)cc1NC(=O)c1ccccc1F | ? | ·
CCOc1ccc2c(C)c(Cl)c(=O)oc2c1 | ? | ·
O=C(c1ccco1)[C@@H]1[C@@H]2C(=O)N(c3ccc(F)cc3)C(=O)[C@@H]2C2c3ccccc3C=CN21 (stereo not given in full) | 7.8% | -3.2
CC(C)CN(C(=O)c1ccc([N+](=O)[O-])s1)c1c(N)n(Cc2ccccc2)c(=O)[nH]c1=O | ? | ·
CCOc1ccc(CN2CCCC(CO)(Cc3ccc(F)cc3)C2)cc1 (stereo not given) | ? | ·
Cc1nn(-c2ccccc2)c(C)c1/C=N/NC(=O)CSc1nnc(SCc2ccc(Cl)cc2)s1 | ? | ·
CCN(CC)CCNC(=O)Cn1cnc2sc(C)c(S(=O)(=O)N3CCC(C)CC3)c2c1=O | ? | ·
CCn1nc(C)cc1C(=O)N(C)C1CCCN(Cc2ccccc2F)C1 (stereo not given) | ? | ·
CC(=O)Nc1cccc(S(=O)(=O)N2CCCCCC2)c1 | ? | ·
CCCn1c(SCC(=O)OCC)nc(C(F)(F)F)cc1=O | -5.8% | 2.5
O=S(=O)(c1cccc(-c2nc3n(n2)Cc2ccccc2-3)c1)N1CCCCC1 | -6.8% | -3.4
CCN(c1ccc(OC)cc1)S(=O)(=O)c1nnc(NC(=O)c2ccc(C)cc2)s1 | ? | ·
COc1ccc(C(=O)O/N=C(\N)Cc2ccc(Cl)cc2Cl)cc1OC | 13.8% | -2.5
Nc1ncnc2c1nc(N1CCCCC1)n2[C@@H]1O[C@H](CO)[C@@H](O)[C@H]1O | ? | ·
O=C(COc1ncnc2ccccc12)Nc1ccc(S(=O)(=O)N2CCOCC2)cc1 | -0.2% | -8.6
Cn1nc(C(F)(F)F)cc1-c1ccc(S(N)(=O)=O)s1 | 7.9% | 19.6
CCOC(=O)C1CCN(C(=O)CN(C)S(=O)(=O)c2cc(C)ccc2OC)CC1 | -12.8% | -0.8
CC(C)(C)NC(=O)Cn1nnc(-c2ccccc2NC(=O)c2cnccn2)n1 | -16.4% | 1.3
COc1ccc(C)cc1Nc1nc(-c2c[nH]c3ccccc23)cs1 | ? | ·
CCCCSc1ccc(NC(=O)c2cccnc2)cc1 | i | 13.9
CCN(Cc1ccccc1)S(=O)(=O)c1ccc(C(=O)N(CCCN(C)C)c2nc3c(C)c(C)ccc3s2)cc1 | ? | ·
Cc1ccc(C)c(CSCc2nc3ccccc3[nH]2)c1 | -10.1% | -9.2

Record cards, from the list above. Values in the order: Lipid storage S3, Lipid storage S3 cell count max
Results for `Cn1nc(C(F)(F)F)cc1-c1ccc(S(N)(=O)=O)s1` = 7.9%, 19.6
Results for `CCN(CC)CCNC(=O)Cn1cnc2sc(C)c(S(=O)(=O)N3CCC(C)CC3)c2c1=O` = ?, ·
Results for `CC(=O)Nc1cccc(S(=O)(=O)N2CCCCCC2)c1` = ?, ·
Results for `O=C(c1ccco1)[C@@H]1[C@@H]2C(=O)N(c3ccc(F)cc3)C(=O)[C@@H]2C2c3ccccc3C=CN21` (stereo not given in full) = 7.8%, -3.2
Results for `CCCCSc1ccc(NC(=O)c2cccnc2)cc1` = i, 13.9

Only part of the results is shown (hit frequency here may not be typical).
